Assay outcomes deposited in PubChem by several laboratories.
HTR5A inv ag = HTR5A inverse agonists in luminescence cell assay, primary screen, counter-screen for OPRM1-OPRD1 heterodimer inverse agonist project, full-deck HTS; 5-hydroxytryptamine receptor 5A (Homo sapiens), P47898; HTR5A cell line, inverse agonism; inhibition, % at 9.3 µM; 0.083% of 340,000 active; AID 504634, 2011; in the data active means inhibition mostly above about 23%, no sharp cut-off; inactive means mostly below about 18%;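 further: 0% = cells with DMSO and 100% = no-cell wells with DMSO; some compounds called inactive have numbers as strong as hits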
V-ATPase pHluor = regulators of yeast V-ATPase proton pumping, primary screen, pHLuorin cytosolic pH fluorescence; S. cerevisiae; response, % at 10 µM; 0.37% of 350,000 active; in the data active means response mostly above about 7.3%, no sharp cut-off; inactive means mostly below about 5.4%; further: actives read high; inactives centre near 0; some compounds called inactive have numbers as strong as hits; reference of the scale not given here
cardiac RTF act = cardiac RTF calcium sensitivity activators, primary screen, biochemical, IANBD-TnC fluorescence, EC20 calcium; IANBD-labeled TnC RTF fluorescence at EC20 calcium; 0% EC20 calcium, 100% full calcium; 0.24% of 340,000 active; activation, % at 7.2 µM; Troponin I, cardiac muscle (Homo sapiens) + Troponin T, cardiac muscle (Homo sapiens) + …;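 active means activation above the mean over all tested compounds plus 3 SD, cut at about 30% in these data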;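 further: rise in fluorescence read as greater calcium sensitivity of cardiac thin filaments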
CAL PDZ FP = untagged CAL PDZ binding inhibitors, primary screen, biochemical, fluorescence polarization, HTS; Golgi-associated PDZ and coiled-coil motif-containing protein (Homo sapiens), Q9HD26; purified CAL PDZ, TMR-peptide fluorescence polarization, 1 h; inhibition, % at 24.9 µM; 0.92% of 300,000 active;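 active means mean inhibition of at least 30% with at least half of replicates also reaching 30%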;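 further: 0% = DMSO neutral control and 100% = excess unlabeled competitor peptide PRC23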
MOR-DOR inv ag = inverse agonists of MOR-DOR heterodimerization, primary screen, cell-based, luminescence. Mu-type opioid receptor (Homo sapiens) + Delta-type opioid receptor (Homo sapiens), …. cell-based MOR-DOR heterodimer luminescence, inverse agonism. inhibition, % at 9.3 µM. 0.21% of 340,000 active. AID 504357, 2011; in the data active means inhibition above about 22%, passing the limit was not always enough;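 further: 0% = cells with DMSO and 100% = wells without cells with DMSO; values of inactives mirror those of a sister screen read the other way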
Target sequence (P35372 whole entry, looked up): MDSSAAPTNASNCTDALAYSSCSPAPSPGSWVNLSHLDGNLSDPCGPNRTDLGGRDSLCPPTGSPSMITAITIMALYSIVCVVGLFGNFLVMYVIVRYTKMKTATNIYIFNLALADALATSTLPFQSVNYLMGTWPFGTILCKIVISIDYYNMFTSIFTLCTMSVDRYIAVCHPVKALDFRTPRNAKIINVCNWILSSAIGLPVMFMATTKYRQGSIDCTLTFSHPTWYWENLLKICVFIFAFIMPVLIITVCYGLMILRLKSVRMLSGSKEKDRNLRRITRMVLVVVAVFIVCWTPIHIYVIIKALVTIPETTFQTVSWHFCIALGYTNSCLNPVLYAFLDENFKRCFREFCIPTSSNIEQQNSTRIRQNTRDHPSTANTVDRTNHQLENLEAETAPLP
Target sequence (P41143 whole entry, looked up): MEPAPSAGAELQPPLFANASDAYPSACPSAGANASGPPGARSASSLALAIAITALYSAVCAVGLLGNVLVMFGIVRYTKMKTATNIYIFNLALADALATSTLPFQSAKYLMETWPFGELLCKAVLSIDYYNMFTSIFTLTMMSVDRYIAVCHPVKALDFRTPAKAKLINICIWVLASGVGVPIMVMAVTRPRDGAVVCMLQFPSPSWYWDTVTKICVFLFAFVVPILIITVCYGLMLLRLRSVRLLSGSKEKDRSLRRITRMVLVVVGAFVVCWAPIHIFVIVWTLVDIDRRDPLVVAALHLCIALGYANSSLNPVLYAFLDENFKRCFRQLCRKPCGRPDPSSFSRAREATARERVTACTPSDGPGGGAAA
HTR5A ag ctr = HTR5A agonists in luminescence cell assay, primary screen, counter-screen for OPRM1-OPRD1 heterodimer agonist project, full-deck HTS. 0.61% of 340,000 active. 5-hydroxytryptamine receptor 5A (Homo sapiens), P47898. cell-based. activation, % at 9.3 µM; in the data active means activation mostly above about 9.5%, no sharp cut-off; inactive means mostly below about 7.6%;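 further: 0% = cells with vehicle only and 100% = reference agonist; strong numbers were not always called active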
Cardiac RTF inh = cardiac RTF calcium sensitivity inhibitors, primary screen, biochemical, IANBD-TnC fluorescence, EC70 calcium; Troponin I, cardiac muscle (Homo sapiens) + Troponin T, cardiac muscle (Homo sapiens) + …; IANBD-labeled cardiac RTF, Ca2+ fluorescence; inhibition, % at 7.15 µM; 0.12% of 340,000 active; AID 493244, 2011;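 active means inhibition above the mean inhibition of all tested compounds plus 3 SD, cut at about 17% in these data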;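 further: assay run at fixed EC70 calcium of 1.6 mM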
MOR-DOR ag = agonists of OPRM1-OPRD1 heterodimerization, primary screen, cell-based, luminescence | 0.3% of 340,000 active | Mu-type opioid receptor (Homo sapiens) + Delta-type opioid receptor (Homo sapiens), … | cells | activation, % at 9.3 µM; in the data active means activation above about 18%;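 further: 0% = vehicle-treated cells and 100% = reference agonist; values of inactives mirror those of a sister screen read the other way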
C-LANA FP = inhibitors of KSHV C-LANA binding to DNA, primary screen, biochemical, fluorescence polarization, FAM-LBS DNA, MBP-C-LANA, single point | inhibition, % at 9 µM | 0.078% of 340,000 active | Kaposi's sarcoma herpesvirus LANA C-terminal domain (residues 932-1162) DNA binding;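 active means highest replicate inhibition at or above 60% at 9 µM, even if other replicates fall short; inactive means all replicates below 60% inhibition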;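 further: 0% = neutral control wells and 100% = 4 µM acridine orange control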
Keap1-Nrf2 PPI = Keap1-Nrf2 protein-protein interaction inhibitors, primary screen, biochemical, fluorescence polarization, single point. inhibition, % at 9.4 µM. Keap1 Kelch-Nrf2 peptide fluorescence polarization, 1536-well. AID 504523, 2011. Kelch-like ECH-associated protein 1 (Homo sapiens), Q14145. 0.15% of 340,000 active; in the data active means inhibition above about 12%;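 further: human Keap1 Kelch domain with fluorescein labeled Nrf2 9mer peptide probe; 0% = neutral control wells and 100% = peptide positive control; higher means more block of Keap1 binding to Nrf2 peptide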
* hit, by the source's call.

How did Cc1ccc(C)c(NC(=O)c2cnc3n(c2=O)CCS3)c1 do in these assays?
HTR5A inv ag: -29; V-ATPase pHluor: 4; cardiac RTF act: -6; MOR-DOR inv ag: 8; HTR5A ag ctr: 6; Cardiac RTF inh: 3; MOR-DOR ag: -1.5; C-LANA FP: -0.5; Keap1-Nrf2 PPI: -1

Results for CC(=O)Nc1ccc(NC(=O)Nc2cccc(Cl)c2)cc1 ?
HTR5A inv ag: -1; V-ATPase pHluor: -3; cardiac RTF act: 1; CAL PDZ FP: -6; MOR-DOR inv ag: -2; HTR5A ag ctr: 0; Cardiac RTF inh: 3; MOR-DOR ag: 0.5; C-LANA FP: 1.2; Keap1-Nrf2 PPI: -1

What do the screens show for `COc1ccc(C)cc1NC(=O)CCN1CCN(c2ccccc2F)CC1`?
HTR5A inv ag: 0; V-ATPase pHluor: -4; cardiac RTF act: -1; CAL PDZ FP: -4; MOR-DOR inv ag: -12; HTR5A ag ctr: 0; Cardiac RTF inh: -11; MOR-DOR ag: 2.5; C-LANA FP: -1.9; Keap1-Nrf2 PPI: -1

How did O=C(CN1C(=O)NC2(CCc3ccccc32)C1=O)NCc1ccc(Cl)cc1 (configuration not stated) do in these assays?
HTR5A inv ag: -2; V-ATPase pHluor: -3; cardiac RTF act: 4; CAL PDZ FP: -4; MOR-DOR inv ag: 13; HTR5A ag ctr: 1; Cardiac RTF inh: -3; MOR-DOR ag: -3.4; C-LANA FP: -3.3; Keap1-Nrf2 PPI: 0

What do the screens show for `COC(=O)C1=C(C)Nc2[nH]c(=S)[nH]c(=O)c2C1c1ccc(O)cc1` (configuration not stated)?
HTR5A inv ag: 7; V-ATPase pHluor: -4; cardiac RTF act: 5; CAL PDZ FP: -5; MOR-DOR inv ag: -2; HTR5A ag ctr: -4; Cardiac RTF inh: -14; MOR-DOR ag: 0.4; C-LANA FP: -0.8; Keap1-Nrf2 PPI: -7

Results for CN(C)c1ccc(Nc2c3c4c(cccc4n(C)c2=O)C(=O)c2ccccc2-3)cc1 ?
HTR5A inv ag: 25; V-ATPase pHluor: 3; cardiac RTF act: 7; CAL PDZ FP: -3; MOR-DOR inv ag: 7; HTR5A ag ctr: -4; Cardiac RTF inh: -10; MOR-DOR ag: -1.5; C-LANA FP: 2.5; Keap1-Nrf2 PPI: 1

How did Cc1cccnc1Nc1ncnc(N)c1[N+](=O)[O-] do in these assays?
HTR5A inv ag: -1; V-ATPase pHluor: -5; cardiac RTF act: 0; CAL PDZ FP: -4; MOR-DOR inv ag: 14; HTR5A ag ctr: 0; Cardiac RTF inh: 0; MOR-DOR ag: -3.0; C-LANA FP: 0.4; Keap1-Nrf2 PPI: -4

What do the screens show for `CC(C)CNC1CCS(=O)(=O)C1` (configuration not stated)?
HTR5A inv ag: 2; V-ATPase pHluor: -2; cardiac RTF act: 6; CAL PDZ FP: -3; MOR-DOR inv ag: 7; HTR5A ag ctr: -1; Cardiac RTF inh: -5; MOR-DOR ag: -1.3; C-LANA FP: 1.5; Keap1-Nrf2 PPI: -3

Results for COc1ccc(/C=N/n2cnc3c(sc(=S)n3-c3ccccc3)c2=O)cc1 ?
HTR5A inv ag: 8; V-ATPase pHluor: -2; cardiac RTF act: 0; CAL PDZ FP: 0; MOR-DOR inv ag: 4; HTR5A ag ctr: -2; Cardiac RTF inh: -7; MOR-DOR ag: -0.9; C-LANA FP: -1.2; Keap1-Nrf2 PPI: 4

Results for CC(=O)NCc1ccc(-c2csc(NC(=O)CCCc3nc4ccccc4c(=O)[nH]3)n2)cc1 ?
HTR5A inv ag: 12; V-ATPase pHluor: 1; cardiac RTF act: 1; CAL PDZ FP: -3; MOR-DOR inv ag: 16; HTR5A ag ctr: 1; Cardiac RTF inh: -8; MOR-DOR ag: -3.9; C-LANA FP: -1.4; Keap1-Nrf2 PPI: -4

What do the screens show for `CC(=O)c1cccc(OCC(=O)NC2CCCCCC2)c1`?
HTR5A inv ag: 15; V-ATPase pHluor: 3; cardiac RTF act: -2; CAL PDZ FP: -6; MOR-DOR inv ag: 20; HTR5A ag ctr: 4; Cardiac RTF inh: -23; MOR-DOR ag: -4.1; C-LANA FP: -1.5; Keap1-Nrf2 PPI: 3

How did S=C(NC1CCCCC1)N1CCN(Cc2ccccc2Cl)CC1 do in these assays?
HTR5A inv ag: 15; V-ATPase pHluor: 3; cardiac RTF act: -1; CAL PDZ FP: -5; MOR-DOR inv ag: -12; HTR5A ag ctr: -2; Cardiac RTF inh: 6; MOR-DOR ag: 2.3; C-LANA FP: 1.4; Keap1-Nrf2 PPI: -4

How did COc1ccc2oc(=O)c(C(=O)N3CCCc4ccccc43)cc2c1 do in these assays?
HTR5A inv ag: -20; V-ATPase pHluor: 0; cardiac RTF act: -3; CAL PDZ FP: -4; MOR-DOR inv ag: 0; HTR5A ag ctr: -3; Cardiac RTF inh: -11; MOR-DOR ag: 0.0; C-LANA FP: -0.6; Keap1-Nrf2 PPI: 1

What do the screens show for `COc1cc(-c2noc(C)c2/C=C/c2ccc(C(=O)O)cc2)cc(OC)c1OC`?
HTR5A inv ag: 2; V-ATPase pHluor: -1; cardiac RTF act: -2; CAL PDZ FP: -5; MOR-DOR inv ag: 8; HTR5A ag ctr: -1; Cardiac RTF inh: 3; MOR-DOR ag: -1.3; C-LANA FP: 2.7; Keap1-Nrf2 PPI: 1

How did O=S(=O)(c1ccc(Cl)cc1)N1CCCC1c1nc(-c2ccc(Cl)cc2)no1 (configuration not stated) do in these assays?
HTR5A inv ag: -8; V-ATPase pHluor: -4; cardiac RTF act: 5; CAL PDZ FP: 1; MOR-DOR inv ag: -15; HTR5A ag ctr: 2; Cardiac RTF inh: -1; MOR-DOR ag: 2.8; C-LANA FP: 1.8; Keap1-Nrf2 PPI: 1

What do the screens show for `Cc1ccccc1-c1nnc(-c2cccc3ccccc23)o1`?
HTR5A inv ag: -12; V-ATPase pHluor: 7; cardiac RTF act: -3; CAL PDZ FP: 3; MOR-DOR inv ag: 2; HTR5A ag ctr: 3; Cardiac RTF inh: -4; MOR-DOR ag: -0.5; C-LANA FP: 2.5; Keap1-Nrf2 PPI: 2

What do the screens show for `COc1ccc(NS(=O)(=O)c2cccc(-c3nnc4n3CCCCC4)c2)cc1`?
HTR5A inv ag: -9; V-ATPase pHluor: 1; cardiac RTF act: -3; CAL PDZ FP: -4; MOR-DOR inv ag: 12; HTR5A ag ctr: -1; Cardiac RTF inh: 7; MOR-DOR ag: -2.2; C-LANA FP: 1.7; Keap1-Nrf2 PPI: 1

How did CN(CCO)CC(O)Cn1cnc2c1c(=O)n(C)c(=O)n2C (configuration not stated) (tested in a mixture with another compound) do in these assays?
HTR5A inv ag: -8; V-ATPase pHluor: -1; cardiac RTF act: 0; CAL PDZ FP: 1; MOR-DOR inv ag: 1; HTR5A ag ctr: 0; Cardiac RTF inh: -5; MOR-DOR ag: -0.2; C-LANA FP: 1.6; Keap1-Nrf2 PPI: inactive

What do the screens show for `CCOc1ccc(S(=O)(=O)N2CCC(C(=O)NC3CC3)CC2)cc1C`?
HTR5A inv ag: -7; V-ATPase pHluor: -2; cardiac RTF act: 2; MOR-DOR inv ag: -1; HTR5A ag ctr: 5; Cardiac RTF inh: -14; MOR-DOR ag: 0.1; C-LANA FP: 0.3; Keap1-Nrf2 PPI: -1

Results for CCN(CC)C(=O)[C@H]1C[C@H](CC(=O)NC(C)(C)C)C(=O)N2CCc3c([nH]c4ccc(Cl)cc34)[C@]12C ?
HTR5A inv ag: 9; V-ATPase pHluor: -2; cardiac RTF act: -5; CAL PDZ FP: -5; MOR-DOR inv ag: 17; HTR5A ag ctr: -3; Cardiac RTF inh: -3; MOR-DOR ag: -3.5; C-LANA FP: 1.8; Keap1-Nrf2 PPI: 1

How did Cc1ccc(NS(=O)(=O)N2CCOCC2)c(C)c1 do in these assays?
HTR5A inv ag: -4; V-ATPase pHluor: -2; cardiac RTF act: -3; CAL PDZ FP: -2; MOR-DOR inv ag: 6; HTR5A ag ctr: 1; Cardiac RTF inh: -6; MOR-DOR ag: -1.1; C-LANA FP: 0.2; Keap1-Nrf2 PPI: -8

What do the screens show for `NC(=O)c1cc2ccccc2o/c1=N/NC(=O)c1cccc(F)c1`?
HTR5A inv ag: 19; V-ATPase pHluor: 0; cardiac RTF act: -2; CAL PDZ FP: 0; MOR-DOR inv ag: 11; HTR5A ag ctr: -5; Cardiac RTF inh: -6; MOR-DOR ag: -2.4; C-LANA FP: 0.5; Keap1-Nrf2 PPI: -7

Results for O=C1SCCN1N=Cc1ccc([N+](=O)[O-])o1 ?
HTR5A inv ag: -1; V-ATPase pHluor: -4; cardiac RTF act: -5; CAL PDZ FP: 0; MOR-DOR inv ag: -13; HTR5A ag ctr: 0; Cardiac RTF inh: -11; MOR-DOR ag: 2.6; C-LANA FP: 0.5; Keap1-Nrf2 PPI: -2

3 entries out of the list, sorted by number of heavy atoms, high to low:
Results for CN(C)c1ccc(Nc2c3c4c(cccc4n(C)c2=O)C(=O)c2ccccc2-3)cc1 ?
HTR5A inv ag: 25; V-ATPase pHluor: 3; cardiac RTF act: 7; CAL PDZ FP: -3; MOR-DOR inv ag: 7; HTR5A ag ctr: -4; Cardiac RTF inh: -10; MOR-DOR ag: -1.5; C-LANA FP: 2.5; Keap1-Nrf2 PPI: 1

What do the screens show for `COc1cc(-c2noc(C)c2/C=C/c2ccc(C(=O)O)cc2)cc(OC)c1OC`?
HTR5A inv ag: 2; V-ATPase pHluor: -1; cardiac RTF act: -2; CAL PDZ FP: -5; MOR-DOR inv ag: 8; HTR5A ag ctr: -1; Cardiac RTF inh: 3; MOR-DOR ag: -1.3; C-LANA FP: 2.7; Keap1-Nrf2 PPI: 1

How did O=C(CN1C(=O)NC2(CCc3ccccc32)C1=O)NCc1ccc(Cl)cc1 (configuration not stated) do in these assays?
HTR5A inv ag: -2; V-ATPase pHluor: -3; cardiac RTF act: 4; CAL PDZ FP: -4; MOR-DOR inv ag: 13; HTR5A ag ctr: 1; Cardiac RTF inh: -3; MOR-DOR ag: -3.4; C-LANA FP: -3.3; Keap1-Nrf2 PPI: 0
